# OX1R antag-1 = antagonists of human orexin 1 receptor; hit rate 0.43% among 330,000; O43613; inhibition, % at 5 µM; CHO/OX1R cells, Fluo-8 calcium fluorescence, orexin A; AID 434989;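 active = inhibition above its plate's threshold, mean inhibition of all tested compounds on the plate plus 3 SD, cut at about 37% in these data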;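 note: 0% = orexin A challenge wells and 100% = SB-334867-A antagonist wells; not every result past the cut was called active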
# Target sequence (O43613 whole entry, looked up): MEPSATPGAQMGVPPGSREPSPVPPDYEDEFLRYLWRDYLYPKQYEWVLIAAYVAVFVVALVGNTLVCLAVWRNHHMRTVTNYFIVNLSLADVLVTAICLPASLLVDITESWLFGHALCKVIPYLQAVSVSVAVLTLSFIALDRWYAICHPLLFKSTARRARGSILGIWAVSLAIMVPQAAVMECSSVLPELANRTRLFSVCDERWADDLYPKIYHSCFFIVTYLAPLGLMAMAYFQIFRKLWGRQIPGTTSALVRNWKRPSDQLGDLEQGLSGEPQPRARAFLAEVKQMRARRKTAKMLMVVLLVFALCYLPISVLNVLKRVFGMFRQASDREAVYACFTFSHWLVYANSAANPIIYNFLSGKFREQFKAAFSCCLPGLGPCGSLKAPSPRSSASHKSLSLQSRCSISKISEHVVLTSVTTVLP
# OX1R antag-2 = OX1R (human) antagonism; inhibition, % at 6.6 µM; OX1R-expressing cells, FRET antagonist read-out; AID 485270; hit rate 1.8% among 330,000; in the data active = inhibition mostly above about 38%, no sharp cut-off; inactive = mostly below about 40%;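 note: 0% = agonist challenge alone and 100% = reference antagonist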
# The depositor's hits bear a star.
1. Cc1cccc(CNC(=O)C2CCCN(c3nn4c(=O)cc(C)nc4s3)C2)c1 (centres undefined)
2. C=CCn1c(-c2ccccc2OC)n[nH]c1=S
3. O=C(Nc1nnc(-c2ccc3c(c2)CCCC3)o1)c1c(F)cccc1F
4. CC(C)(C)C(=O)CSc1ncnc2c1cnn2-c1ccccc1
5. Cc1cccc(C)c1NC(=O)C1=C(O)c2sccc2N(C)S1(=O)=O
6. Cc1nc2c(-c3ccc(F)cc3)c(C)nn2c(C)c1CCC(=O)NCc1ccco1
7. Cc1cc2[nH]c(=O)c(=O)[nH]c2cc1S(=O)(=O)N1CCN(c2ccccc2)CC1
8. Cc1ccc(C)c(SCC(=O)N(C)CC(=O)Nc2ccc(N3CCOCC3)cc2)c1
9. CCOC(=O)C1(CC2CC2)CCN(C(=O)c2cc(C)nc3ccc(CC)cc23)CC1
10. O=C(Cc1ccccc1)NCCc1cn2ccsc2n1

Assay by compound	1	2	3	4	5	6	7	8	9	10
OX1R antag-1	-8.5	-4.5	-8.9	-10.0	-1.6	-24.8	-5.2	-14.7	-29.4	-3.9
OX1R antag-2	1.1	10.2	18.6	5.0	18.9	9.9	0.7	7.4	7.0	0.0

11. COCCCn1c(SCC(=O)Nc2nc3ccccc3s2)nnc1-c1ccoc1C
12. CCN(CC)CCNC(=O)c1sc2nc(-c3ccccc3)cn2c1C
13. Cc1cc(C[n+]2ccccc2)c2nsnc2c1
14. CC(C)(C)OC(=O)C[C@H]1C/C=C\C[C@H](CC(=O)N(CCO)Cc2ccccc2)C(=O)N[C@H](C(C)(C)C)COC1=O
15. CCN(CC)S(=O)(=O)c1ccc(OC)c(NC(=O)CSc2ccccc2)c1
16. COc1cccc(/C=C/C(=O)OCC(=O)N2CCCc3ccccc32)c1
17. CCc1nnc(NS(=O)(=O)c2ccc(NC(=S)NC(=O)c3ccc(OC)cc3)cc2)s1
18. COc1ccc(S(=O)(=O)Nc2ccccc2C(=O)NCc2cccnc2)cc1OC
19. CCc1cccc(OCC(O)Cn2c(N3CCCCC3)nc3c2c(=O)[nH]c(=O)n3C)c1 (centres undefined)
20. COc1ccc(C2(c3ccc(O)cc3O)CC(c3ccccc3Cl)NC(=S)N2)cc1 (centres undefined)

Assay by compound	11	12	13	14	15	16	17	18	19	20
OX1R antag-1	-16.8	-21.3	-22.7	-10.3	-23.3	-34.4	-5.7	-4.9	-29.3	-26.6
OX1R antag-2	38.8	8.7	13.5	39.1	28.0	30.4	14.8	-1.2	8.2	32.4

21. COc1ccc(CCn2c(=O)[nH]c3cc(C(=O)N4CCN(c5ccccn5)CC4)ccc3c2=O)cc1OC
22. O=S(=O)(NCCc1csc(-c2cccnc2)n1)c1cccs1
23. CC1CN(C(=O)C(Sc2ccccc2)c2ccccc2)CC(C)O1 (centres undefined)
24. O=C(COc1ccc(Cl)cc1)NCCS(=O)(=O)N1CCN(c2ccc(F)cc2)CC1
25. CC(C)Sc1snnc1-c1ccccc1
26. Cc1nc(S(=O)(=O)Cc2ccc(Cl)cc2)nc2c1CCC2
27. CN1/C(=C/C2CC(=O)N(c3cccc4ccccc34)C2=O)C(C)(C)c2ccccc21 (centres undefined)
28. COC(=O)C1=C(C)N(C)C(=S)N(C)C1c1ccc(OC)cc1 (centres undefined)
29. O=C(Nc1nnc(SCc2cccc3ccccc23)s1)C1COc2ccccc2O1 (centres undefined)
30. C/C(CCc1ccc2c(c1)OCO2)=N\N=C(/N)SC1CC(=O)N(c2ccccc2F)C1=O (centres undefined)

Assay by compound	21	22	23	24	25	26	27	28	29	30
OX1R antag-1	-19.6	-6.0	-16.3	-17.0	-1.6	-7.3	-0.8	-7.2	-15.6	-1.8
OX1R antag-2	0.1	15.9	11.9	8.4	-1.4	5.0	13.1	13.7	18.2	18.0

31. CCCn1c(SCC(=O)Nc2ccccc2-c2ccccc2)nnc1-c1ccoc1C
32. CC(C)c1cc(C(=O)OCC(=O)NC(=O)NCc2ccco2)c(O)c(C(C)C)c1
33. C=CCN1CC2CC3(COc4cc(C)cc(C)c4)C=CC2(O3)C1=O (centres undefined)
34. O=C(COC(=O)CSc1ccc(F)cc1)NC1CCCCCC1
35. CCOc1ccc(CNc2ccc(N3CCOCC3)c(C(=O)O)c2)cc1
36. O=C(CC1CCCC1)N1CCN(S(=O)(=O)c2ccc(F)cc2)CC1
37. COc1ccc(N2C(=O)[C@@H]3[C@H](C2=O)[C@H]2c4ccccc4C=CN2[C@@H]3C(=O)Nc2ccccc2)cc1
38. N=c1sccn1CC(=O)Nc1cccc(Oc2ccccc2)c1
39. CCC1(C)N([O-])C(C)=C(c2ccccc2)[N+]1=O (centres undefined)
40. O=C(Oc1ccccc1C(=O)N1CCOCC1)c1ccc(Br)cc1

Assay by compound	31	32	33	34	35	36	37	38	39	40
OX1R antag-1	-12.4	-14.4	-22.9	-31.7	-1.8	-11.2	-11.2	-7.6	-13.4	-14.1
OX1R antag-2	58.9*	5.7	19.0	8.0	19.0	3.0	5.2	13.9	14.1	7.5

# Shown as labelled records: 2 of the compounds above.
(34) O=C(COC(=O)CSc1ccc(F)cc1)NC1CCCCCC1
- OX1R antag-1 = -31.7
- OX1R antag-2 = 8.0
(35) CCOc1ccc(CNc2ccc(N3CCOCC3)c(C(=O)O)c2)cc1
- OX1R antag-1 = -1.8
- OX1R antag-2 = 19.0

# Next section.
41. O=C1CSC(c2ccc(Cl)cc2)N1C1CCCCC1 (centres undefined)
42. COc1ccc(C(=O)Nc2ccccc2C(=O)NCc2ccco2)cc1OC
43. CCN(CC(=O)NC(C)C)Cc1nc2c(Br)cc(Br)cc2c(=O)[nH]1
44. COc1ccc(C(=O)Nc2ccc([N+](=O)[O-])cn2)c(OC)c1
45. Cc1cn(C2CC3OCC3O2)c(=O)[nH]c1=O (centres undefined)
46. CCOc1ccc(N(C)C(=O)CCc2nnc3ccc(N4CCCC4)nn23)cc1
47. CCOc1cc(C(=O)N(C)CC(=O)Nc2cccc3ccccc23)ccc1OC
48. Cn1c(N)c(C(=O)COC(=O)c2ccc3ccccc3c2)c(=O)n(C)c1=O
49. O=C(COC(=O)Cc1c(F)cccc1Cl)NCCC1=CCCCC1
50. CCN(CC(=O)Nc1ccc(OC)cc1)C(=O)c1cc(S(=O)(=O)N2CCOCC2)ccc1N1CCCC1

Assay by compound	41	42	43	44	45	46	47	48	49	50
OX1R antag-1	-22.1	-17.7	-46.4	-14.9	-2.6	-11.1	-13.6	51.1*	-39.4	-7.5
OX1R antag-2	1.7	8.7	4.5	10.7	10.6	19.0	10.4	44.9*	4.1	15.4

51. Cc1cc(=O)[nH]c(N2CCOCC2)n1
52. CCN(CC(=O)NCCC1=CCCCC1)S(=O)(=O)c1ccccc1
53. Cc1cccc(OCC(=O)Nc2ccc3c(c2)nc2n3CCOC2)c1
54. Cc1cccc(N2CCN(C(=O)CCc3nc4ccccc4c(=O)[nH]3)CC2)c1C
55. COc1ccc(N2C(=O)CC(NC3CC3)C2=O)cc1 (centres undefined)
56. COCCCn1c(SCC(=O)Nc2ccccc2)nnc1-c1ccncc1
57. CC(C)(C)OC(=O)C[C@H]1C/C=C\C[C@@H](CC(=O)NCCO)C(=O)NC[C@H](c2ccccc2)OC1=O
58. CCCCOc1ccc(/C=C/C(=O)Nc2ccc([N+](=O)[O-])cc2C)cc1
59. COc1ccccc1NC(=O)c1ccc([N+](=O)[O-])cc1[N+](=O)[O-]
60. CC1(C)Cc2c(sc3nc4n(-c5ccccc5)c(=O)c(CCC(=O)O)nn4c(=O)c23)CO1

Assay by compound	51	52	53	54	55	56	57	58	59	60
OX1R antag-1	-20.5	-33.0	-7.8	-7.2	-1.0	-15.5	23.4	-15.1	-8.4	-16.6
OX1R antag-2	9.2	12.9	31.5	2.2	26.2	18.6	3.8	16.4	37.1	11.2

61. Cc1ccccc1CNS(=O)(=O)c1ccccc1[N+](=O)[O-]
62. O=C(c1ccc2c3c(cccc13)CC2)C1CCCN(C(=O)c2ccc(=O)[nH]c2)C1 (centres undefined)
63. COc1ccc(NS(=O)(=O)c2ccc(NC(=S)NC(=O)C(C)C)cc2)cc1
64. NC(=O)C1(S(=O)(=O)c2ccccc2)CCCCC1
65. Cc1ccc(N=Cc2ccc(N(C)C)cc2)cc1C
66. O=c1[nH]n(-c2ccccc2)c(=O)c(Cl)c1Cl
67. CCN(CC)c1ccc(NC(=S)NC(=O)Cc2ccccc2)cc1
68. NC(=NCCc1ccccc1)NS(=O)(=O)c1ccc2ccccc2c1
69. COc1ccc(CC(=O)Nc2cc(C)ccn2)cc1
70. Cc1cc(C(C)(C)C)oc1C(=O)N(CC(=O)NC1CCCC1)c1c(C)cccc1C

Assay by compound	61	62	63	64	65	66	67	68	69	70
OX1R antag-1	-5.9	-5.8	31.4	-8.3	-18.0	7.7	-8.4	-11.7	-17.2	42.5*
OX1R antag-2	17.6	31.5	30.9	15.5	10.3	10.1	7.4	0.8	4.1	77.0*

# Record cards, as listed above.
# O=c1[nH]n(-c2ccccc2)c(=O)c(Cl)c1Cl in the list: OX1R antag-1: 7.7; OX1R antag-2: 10.1
# COc1ccc(CC(=O)Nc2cc(C)ccn2)cc1 in the list: OX1R antag-1: -17.2; OX1R antag-2: 4.1

# The listing continues:
# Results follow in this order: OX1R antag-1, OX1R antag-2
71	Cc1nn(C)c(C)c1NC(=O)CSc1nnc(C)n1-c1ccccc1
→ -6.2, 2.1
72	O=C(NCCN1Cc2ccccc2C1=O)c1cccs1
→ -5.4, 3.5
73	O=C(Nc1ccc(-c2nnc(-c3ccccc3)o2)cc1)C(F)(F)F
→ -10.8, 11.5
74	O=C(c1cc(C2CC2)nn1-c1ccccc1)N1CCN(Cc2c(F)cccc2Cl)CC1
→ -32.0, 6.2
75	C=CCc1ccccc1OCC(O)CN1CCN(c2ccccc2OC)CC1 (centres undefined)
→ -24.2, 16.7
76	COc1ccc(Nc2nc(C)cc(C)c2C#N)cc1OC
→ -11.6, 15.6
77	COc1ccc(C)cc1N(C(=O)c1ccccc1F)c1nc2ccccc2s1
→ -20.2, 23.7
78	Clc1ccccc1-c1nnc2sc(-c3ccc(Br)o3)nn12
→ -19.8, 13.8
79	CCCn1c(C(CO)Nc2nc(-c3cccc(Br)c3)cs2)nc2ccccc21 (centres undefined)
→ -41.3, 19.4
80	COc1ccc(C(=O)/C=C2/C(=O)Nc3ccccc32)cc1OC
→ -22.0, 21.6
81	CC(c1cccnc1)N(CCN(C)C)C(=O)Nc1ccc(Cl)c(Cl)c1 (centres undefined)
→ -22.1, 12.3
82	CC(OC(=O)c1cccc(-n2cnnn2)c1)C(=O)Nc1ccccc1F (centres undefined)
→ -19.3, 11.5
83	O=C(CN1CCC(NC(=O)c2cccc(F)c2)CC1)NCc1ccccc1F
→ -29.4, 13.0
84	CC(=O)c1c(C)[nH]c(C(=O)COc2ccc3c(C)cc(=O)oc3c2)c1C
→ 0.8, 2.6
85	O=C(COc1ccc(Br)cc1)NNC(=O)c1ccc(-n2cncn2)c([N+](=O)[O-])c1
→ 2.4, 9.0
86	O=S(=O)(NCc1ccco1)c1ccc2ccccc2c1
→ -16.5, 17.0
87	Cc1ccc(SCCC(=O)Nc2cccc(N(C)S(C)(=O)=O)c2)cc1
→ 0.7, 43.2
88	O=C(CSc1nnc(Cn2c(=O)sc3ccccc32)n1CCc1ccccc1)N1CCCC1
→ -23.3, 12.1
89	CCCCCCOC(=O)c1ccc(OC(=O)c2cccnc2)cc1
→ -17.7, 1.6
90	COc1cc(NC(=O)CCS(=O)(=O)c2ccc3c(c2)n(C)c(=O)c(=O)n3C)cc(OC)c1
→ -22.0, 22.3
91	COc1cccc(-n2nnc3c(=O)n(CC(=O)N4CCCc5ccccc54)cnc32)c1
→ -12.4, 5.0
92	CCN(CCNC(=O)Nc1ccc(Cl)cc1)c1ccccc1
→ 63.9*, 118.3*
93	O=C(O/N=C\c1ccc(N2CCOCC2)c([N+](=O)[O-])c1)c1ccc(F)cc1
→ -7.5, 3.8
94	Clc1cccc(COn2c(-c3ccc(Cl)cc3Cl)nc3ncccc32)c1
→ 7.5, 11.5
95	O=C(COC(=O)Cc1ccc(Cl)cc1Cl)NCCC1=CCCCC1
→ -21.3, 9.5
96	S=P(N1CC1)(N1CC1)N1CC1
→ -2.6, 8.8

# An excerpt from above in order of formula weight, falling.
# Results follow in this order: OX1R antag-1, OX1R antag-2
33	C=CCN1CC2CC3(COc4cc(C)cc(C)c4)C=CC2(O3)C1=O (centres undefined)
→ -22.9, 19.0
92	CCN(CCNC(=O)Nc1ccc(Cl)cc1)c1ccccc1
→ 63.9*, 118.3*
25	CC(C)Sc1snnc1-c1ccccc1
→ -1.6, -1.4
45	Cc1cn(C2CC3OCC3O2)c(=O)[nH]c1=O (centres undefined)
→ -2.6, 10.6
51	Cc1cc(=O)[nH]c(N2CCOCC2)n1
→ -20.5, 9.2

# Source: PubChem BioAssay
